HIV fusion peptide = inhibitors of HIV fusion peptide binding, primary screen, biochemical, uHTS, fluorescence dequenching (AID 1986). cell-free peptide binding, fluorescence dequenching, 30 min; higher % means a stronger effect. one-dose inhibition, % at 20 µM; IC50 in µM for titrated hits. 0.3% of 290,000 active; in the data active = inhibition mostly above about 52%, no sharp cut-off; inactive = mostly below about 76%; also: some results filed as inactive read as strong as hits
KOR beta-arrestin-1 = KOR agonists, beta-arrestin recruitment, primary screen, cell-based, luminescence, uHTS (AID 1777) | activation, % at 10 µM, or EC50 in µM where a hit was titrated | KOR beta-arrestin recruitment, luminescence; higher % means a stronger effect | Kappa-type opioid receptor (Homo sapiens) | 0.02% of 280,000 active; in the data active = activation above about 50%, passing the limit was not always enough; also: a part of the inactive calls stands beside numbers as strong as those of hits
Yfh1-depleted yeast = enhancers of respiration in Yfh1-depleted yeast, dose response, Friedreich's ataxia, plus single-dose screen (AID 1465); S. cerevisiae Yfh1-off respiration, WST-1 reduction, 72 h; higher fold induction means a stronger effect; one-dose fold induction at 50 µM; EC50 in µM for titrated hits; 0.074% of 220,000 active;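 active = fold induction of absorbance versus untreated yeast above a set limit, then at least 30% activation at any dose in follow-up; inconclusive = repeats straddling the limit, or above it without dose testing; inactive = fold induction below the set limit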;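 also: activators that raise dye reduction in frataxin-depleted yeast; strong numbers were not always called active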
West Nile virus CPE = West Nile virus antiviral activity, cell-based, CPE readout (AID 1621); West Nile virus-infected cells, CPE inhibition; higher % means a stronger effect; CPE inhibition, % at 10 µM, or IC50 in µM where a hit was titrated; 0.02% of 290,000 active; in the data active = a potency from the dose series; inconclusive = CPE inhibition mostly from about 3.7% at the one dose, without a potency; inactive = the rest, 99 in 100 with CPE inhibition below about 2.2%; also: strong numbers were not always called active
NOD1 inhibition = NOD1 signaling inhibitors, primary screen, cell-based, luminescence, uHTS (AID 1578); NOD1-driven NF-kB luciferase reporter cells, luminescence; higher % means a stronger effect; inhibition, % at 4 µM, or EC50 in µM where a hit was titrated; 1% of 290,000 active; in the data active = inhibition mostly above about 36%, no sharp cut-off; inactive = mostly below about 34%;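 also: HEK-293T reporter cells stimulated with the NOD1 agonist gamma-tri-DAP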
NOD2 inhibition = NOD2 signaling inhibitors, cell-based, luminescence, uHTS, HEK293 (AID 1566). HEK293 NOD2/NF-kB luciferase reporter, luminescence; higher % means a stronger effect. inhibition, % at 4 µM, or EC50 in µM where a hit was titrated. 0.63% of 290,000 active; also: many of its hits are not listed in these tables
KOR beta-arrestin-2 = KOR antagonists, beta-arrestin recruitment, cell-based, luminescence, uHTS (AID 1778) | 0.091% of 290,000 active | KOR beta-arrestin recruitment, luminescence, antagonist mode; higher % means a stronger effect | Kappa-type opioid receptor (Homo sapiens) | inhibition, % at 10 µM, or IC50 in µM where a hit was titrated; also: strong numbers were not always called active
AID2073 = inhibitors of Mint1-CaV2.2 protein interaction, biochemical, HTRF (AID 2073). Voltage-dependent N-type calcium channel subunit alpha-1B (Homo sapiens). 0.19% of 290,000 active. one-dose inhibition, % at 20 µM; IC50 in µM for titrated hits. HTRF protein-protein interaction, Mint1-CaV2.2; higher % means a stronger effect; in the data active = inhibition mostly above about 51%, no sharp cut-off; inconclusive = no clear call, values can overlap the other calls; inactive = mostly below about 53%; also: some results filed as inactive read as strong as hits
NS5 inhibitors = Dengue-2 NS5 methyltransferase inhibitors, primary screen, biochemical, confirmation dose response (AID 588689). Genome polyprotein (Dengue virus type 2 (strain 16681-PDK53)). Dengue-2 NS5 methyltransferase capping enzyme assay, biochemical; higher % means a stronger effect. inhibition, % at 25 µM, or IC50 in µM where a hit was titrated. 0.3% of 340,000 active; in the data active = a potency from the dose series; inconclusive = inhibition above about 29% without an active follow-up result
NS5 inhibitors pilot replicate = second read-out of NS5 inhibitors, no call of its own (marks repeat the call); inhibition, %; measured here: pilot screen replicate inhibition
Starred values were filed as active, the others as inactive; i = inactive; ? = inconclusive; / = not tested or not shown; [ ] = remark or other dose. Rule as the data show it, unless noted: active = inhibition above about 50%; inactive = the rest.

SMILES	HIV fusion peptide	KOR beta-arrestin-1	Yfh1-depleted yeast	West Nile virus CPE	NOD1 inhibition	NOD2 inhibition	KOR beta-arrestin-2	AID2073	NS5 inhibitors	others
Cc1ccc(C(=O)N2CCC(C(=O)NC3CCCC3)CC2)cc1	1.3%	3.9%	/	-0.6%	17%	-13%	8%	10%	-2%
Cc1ccc(NC(=O)CSc2nnc(C3CC3)n2CC2CCCO2)cc1C (configuration not stated)	0.8%	5.7%	/	-0.6%	-37%	0%	-67%	-6%	-6%
Cc1cc(C)n(-c2ccc(C(F)(F)F)cc2[N+](=O)[O-])n1	0.8%	-1.5%	/	/	-28%	14%	54%	9%	1%
COC(=O)C1=C(N)Oc2cc(C)oc(=O)c2C1c1cccnc1 (configuration not stated)	0.5%	2.3%	i	0.1%	-38%	2%	2%	3%	1%
Cc1ccc(-c2noc(CN(C(=O)C(c3ccccc3)c3ccccc3)C(C)C)n2)cc1	-1.9%	2.1%	i	0.2%	7%	-14%	-35%	5%	-4%
C=C(C)C1CC=C(C)/C(=N\NC(=O)CCc2ccccc2)C1 (configuration not stated)	0.9%	-1.5%	i	-0.6%	-4%	11%	13%	3%	6%
COc1ccc(OC)c(S(=O)(=O)Nc2cccc(C(C)=O)c2)c1	1.5%	1.3%	i	-0.6%	-18%	-5%	0%	12%	-5%
CN(C)c1oc(-c2ccc(Cl)cc2)nc1S(=O)(=O)c1ccccc1	1.2%	3.3%	i	-0.6%	-35%	-15%	-12%	-2%	-1%
COc1ccc(/C=N/NC(=O)c2nnn(-c3nonc3N)c2-c2cccs2)cc1OC	5.4%	0.8%	/	2.3%	14%	14%	-14%	29%	5%
Nc1nc(Nc2ccccc2)n[nH]1	0.3%	-5.3%	i	0.2%	0%	21%	12%	3%	-4%
CC(C)CCNC(=O)C1CCC(CNS(=O)(=O)c2ccc(Cl)cc2)CC1 (configuration not stated)	-0.9%	2.4%	/	-0.3%	-6%	-15%	-36%	5%	-8%
O=C1CN(C(=O)COC(=O)CCC(=O)c2ccc3c(c2)OCCO3)c2ccccc2N1	-1.6%	0.1%	i	0.4%	0%	2%	4%	-3%	-3%
CCc1cc(=O)oc2cc(OC3CCCCC3=O)ccc12 (configuration not stated)	-1.0%	-3.3%	/	-0.8%	-6%	4%	-3%	9%	-1%
CCCn1c(CN2CCN(C(=O)OCC)CC2)nc2c1c(=O)n(C)c(=O)n2C	1.3%	2.5%	i	-0.7%	-7%	0%	-23%	-4%	0%
O=S(=O)(Nc1ccc2oc(-c3ccccc3)nc2c1)c1ccccc1	5.7%	-2.2%	i	0.8%	-43%	-17%	9%	34%	-1%
Cc1cc(C)cc(OCC(=O)NNC(=O)c2cc3ccccc3oc2=O)c1	-4.0%	-3.9%	i	0.3%	12%	7%	26%	6%	1%
COc1ccccc1-c1ccc(NC2CCCC2)nn1	-1.0%	-0.9%	i	0.9%	-33%	10%	-8%	28%	-4%
COc1cccc(N2CCN(C(=O)c3oc4ccccc4c3NC(=O)Cc3ccc(OC)c(OC)c3)CC2)c1	0.1%	2.8%	/	0.1%	13%	4%	-20%	9%	-4%
O=C(Cc1cn(-c2ccccc2)nc1-c1ccccc1)N1CCCCC1	-0.2%	-3.7%	/	0.3%	11%	-18%	12%	8%	-5%
CCC(=O)N1CCc2cc(S(=O)(=O)NCCC(=O)N3CCN(c4ccccn4)CC3)ccc21	-0.9%	-0.7%	i	-0.4%	-22%	-3%	-1%	2%	-4%
CC(CNC(=O)CCC(=O)N1CCOc2ccccc21)c1ccccc1 (configuration not stated)	-0.9%	-6.8%	/	0.1%	-14%	11%	-21%[20 µM]	-2%	3%
Cc1ccccc1S(=O)(=O)Cc1ccc(C(=O)NC2CC2)o1	-0.7%	-4.1%	/	0.3%	-31%	9%	35%	0%	-11%
COc1cc2ccccc2cc1C(=O)NNC(=O)c1ccccc1O	7.9%	-0.3%	/	-0.1%	-15%	17%	-51%	14%	-7%
CCOc1ccc(OCC)c(NC(=O)CC2Oc3ccccc3NC2=O)c1 (configuration not stated)	-2.1%	-2.4%	i	-0.5%	-6%	6%	-1%	-4%	-8%
COc1cc(NC(=O)Nc2ccccc2)c(OC)cc1NC(=O)CN1CCCCC1	-1.4%	2.6%	i	0.3%	-6%	3%	-15%	-9%	-11%
FC(F)(F)c1cccc(Cn2c3[n+](c4ccc(C(F)(F)F)cc42)CCCCC3)c1	-2.1%	0.2%	i	/	-8%	6%	-7%	-1%	-9%
O=c1c2cc(N3CCOCC3)ccc2[nH]c(=S)n1Cc1ccccn1	5.8%	-1.9%	i	-0.4%	/	-69%	-22%	27%	11%
O=C1NC2(CCCCCC2)C(=O)N1Cc1ccc(Cl)cc1Cl	-1.1%	0.2%	/	-0.4%	19%	-8%	-5%	5%	-1%
CC(C)c1nc2ccccc2n1CC(O)COC1CCCCC1 (configuration not stated)	-0.8%	-0.4%	i	-0.9%	-23%	9%	22%	-6%	-6%
COc1ccccc1N1CCN(C(=O)CSc2nc(C)c(Cc3ccccc3)c(=O)[nH]2)CC1	-1.6%	3.7%	i	-0.4%	34%	16%	-13%	0%	0%
c1ccc2sc(Sc3ncnc4sccc34)nc2c1	-1.7%	-3.3%	i	1.9%	37%	41%	-10%	7%	-2%
CCN1CCN(CCOc2cccc(Cl)c2Cl)CC1	1.0%	2.4%	i	0.5%	-18%	-3%	-22%	-13%	-15%
O=C(NCCN1CCN(c2ccccc2)CC1)C1CCN(S(=O)(=O)c2cccs2)CC1	0.1%	0.0%	i	0.7%	17%	20%	31%	0%	-5%
CCn1ncc(/C=N\NC(=O)c2cc(-c3ccc(C)cc3C)nc3ccccc23)c1C	1.0%	0.0%	i	0.1%	-18%	-27%	-75%	19%	-7%
O=C(O)CN1C(=O)CC(c2ccccc2)CC1=O	-0.7%	4.0%	/	/	-18%	5%	-2%	1%	/
O=C(Cc1ccccc1)NCC(=O)OC(c1ccccc1)c1ccccc1	-0.7%	-5.5%	i	-0.5%	-36%	-2%	7%	14%	-9%
Cc1ccc(CSCc2ccc(C(=O)NCCCN3CCOCC3)o2)cc1	2.3%	-1.0%	i	-1.0%	-1%	20%	-9%	?	-17%
CCOCCn1c(SCc2ccc(F)cc2)nc2c1c(=O)[nH]c(=O)n2C	-0.9%	0.6%	i	0.2%	-7%	9%	-29%	15%	-2%
O=C(CSCC(=O)OCC(=O)c1ccc(Br)cc1)Nc1ccc(Br)cc1	5.7%	-3.6%	i	0.2%	-12%	-9%	3%	11%	-4%
COC(=O)C1CCCN1S(=O)(=O)c1ccccc1NC(=O)c1cc(OC)c(OC)c(OC)c1 (configuration not stated)	0.8%	-2.6%	/	0.1%	-10%	-10%	-9%	13%	3%
C=CCOC(=O)CSCC(NC(=O)OC(C)(C)C)C(=O)OCC (configuration not stated)	9.9%	6.1%	i	0.1%	18%	-4%	14%	27%	1%
CCn1cc(CNCc2cn[nH]c2-c2cc3ccccc3o2)cn1	-0.4%	-3.1%	i	-1.5%	-4%	6%	-6%	-5%	-3%
O=C(O)[C@@H](O)c1ccccc1	-0.2%	2.8%	i	-0.1%	-12%	-18%	-1%	5%	-4%
O=C(NNC1=NCCC1)C1CC1	-0.6%	4.3%	i	-0.7%	-38%	4%	-18%	2%	-11%
CCCCNCCOCCSc1ccc(Cl)cc1	0.6%	4.7%	i	-1.0%	-12%	-15%	-20%	-7%	-5%	NS5 inhibitors pilot replicate=-1.2
CCOP(=O)(c1ccccc1)C(O)c1ccc(Br)cc1 (configuration not stated)	-1.5%	5.4%	i	-0.5%	-23%	1%	/	5%	6%
O=C(Cn1nc(C(F)(F)F)c2c1CCCCC2)N1CCOCC1	-0.6%	-0.5%	i	0.1%	1%	13%	23%	-1%	5%
Cc1cc(NS(=O)(=O)c2ccc(NC(=O)Nc3ccc4c(c3)OCO4)cc2)no1	6.5%	-5.2%	i	1.6%	-23%	6%	-2%	4%	-23%
CC1Cc2ccccc2N1C(=O)COC(=O)Cn1nnc(-c2ccccc2)n1 (configuration not stated)	-2.5%	0.4%	i	0.2%	7%	9%	-56%	-5%	1%
O=C(c1cnn2c(C(F)(F)F)cc(-c3ccco3)nc12)N1CCc2ccccc2C1	4.0%	-3.5%	i	0.0%	-4%	10%	-11%	12%	-8%
COc1ccc(-c2nc(-c3cccs3)c(-c3cccs3)[nH]2)cc1OC	-2.6%	4.5%	i	1.5%	56%	36%	5%	2%	-2%
COc1cc(NC(=O)c2ccc(C(=O)c3ccccc3)cc2)cc(OC)c1OC	0.9%	15%	/	-0.7%	33%	38%	-12%	10%	-4%
COc1cc(N)ccc1C(=O)O	1.3%	1.1%	i	-0.5%	-11%	6%	-29%	-2%	-9%
CCCNC(=O)Nc1ccsc1C(=O)OC	-0.9%	-0.8%	i	-0.8%	-19%	5%	-7%	-1%	/
O=[N+]([O-])c1ccccc1OCCOc1ccccc1[N+](=O)[O-]	0.4%	4.8%	i	0.2%	-6%	-59%	-17%	-9%	-3%
COc1ccc(C(=O)N2N=C(c3cccc(NS(C)(=O)=O)c3)CC2c2cccs2)cc1 (configuration not stated)	-2.3%	-3.2%	/	0.1%	8%	34%	0%	6%	-5%
Cc1ccc2c(c1)N(CC(=O)OC(CC(C)C)C(=O)NC1CCCC1)C(=O)CO2 (configuration not stated)	0.8%	3.0%	i	-0.6%	5%	-16%	-19%	-1%	5%
COc1cc(C2=NOC(C(=O)Nc3c(C)n(C)n(-c4ccccc4)c3=O)C2)cc(OC)c1OC (configuration not stated)	0.4%	6.3%	i	0.2%	-9%	4%	7%	7%	-3%
COC(CNC(=O)c1ccc(CS(=O)(=O)c2ccc(Br)cc2)o1)OC	-1.5%	-3.2%	/	-0.3%	-2%	18%	/	8%	-8%
c1ccc(CSc2ccc(-c3cccnc3)nn2)nc1	1.3%	-1.9%	i	-0.3%	-16%	-3%	-23%	2%	-1%
Cc1cc(Nc2ccc(F)c(Cl)c2)n2nc(C)nc2n1	1.3%	-0.9%	/	/	-8%	0%	6%	3%	-4%

Arranged by heavy-atom count (high to low): some entries from above.
SMILES	HIV fusion peptide	KOR beta-arrestin-1	Yfh1-depleted yeast	West Nile virus CPE	NOD1 inhibition	NOD2 inhibition	KOR beta-arrestin-2	AID2073	NS5 inhibitors	others
Cc1cc(NS(=O)(=O)c2ccc(NC(=O)Nc3ccc4c(c3)OCO4)cc2)no1	6.5%	-5.2%	i	1.6%	-23%	6%	-2%	4%	-23%
Cc1cc(Nc2ccc(F)c(Cl)c2)n2nc(C)nc2n1	1.3%	-0.9%	/	/	-8%	0%	6%	3%	-4%
O=C(NNC1=NCCC1)C1CC1	-0.6%	4.3%	i	-0.7%	-38%	4%	-18%	2%	-11%

Source: PubChem BioAssay

An excerpt; rates above refer to the full screens.
